N370S GC: inhibits or activates N370S mutant glucocerebrosidase; N370S GC spleen homogenate, 4MU-glucoside fluorescence; hit rate 0.092% among 330,000; Potency, µM (titrated, usually from 59.4 µM), for the others: at the top dose activity change, negative = inhibition, actives largely listed as inhibitors; AID 2101; P04062;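 note: 0% = full enzyme activity and -100% = no enzyme basal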
FEN1 inh: inhibitors of human flap endonuclease 1. hit rate 0.35% among 390,000. P39748. Potency, µM (titrated, usually from 114 µM), without a hit: at the highest dose activity change, negative = inhibition, most hits filed as inhibitors. Recombinant FEN1 flap cleavage, fluorescence, 15 min. AID 588795; note: nearly all actives have a fitted effect of over 65% in size
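Concentration–response screening of FEN1 (10 nM): 15 min compound preincubation at room temperature, reaction started with 50 nM substrate and read at 0 and 15 min. Corrected, normalized data were fitted by a four-parameter Hill equation.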
KAT2A inh: GCN5L2 (KAT2A) acetyltransferase inhibition; Potency, µM (series often up to 58.9 µM), for inactives: top-dose activity change, negative = inhibition, most hits filed as inhibitors; hit rate 0.21% among 390,000; AID 504327; GCN5L2 HAT assay, ThioGlo1 CoA-SH fluorescence
Target sequence (Q92830 whole entry, looked up): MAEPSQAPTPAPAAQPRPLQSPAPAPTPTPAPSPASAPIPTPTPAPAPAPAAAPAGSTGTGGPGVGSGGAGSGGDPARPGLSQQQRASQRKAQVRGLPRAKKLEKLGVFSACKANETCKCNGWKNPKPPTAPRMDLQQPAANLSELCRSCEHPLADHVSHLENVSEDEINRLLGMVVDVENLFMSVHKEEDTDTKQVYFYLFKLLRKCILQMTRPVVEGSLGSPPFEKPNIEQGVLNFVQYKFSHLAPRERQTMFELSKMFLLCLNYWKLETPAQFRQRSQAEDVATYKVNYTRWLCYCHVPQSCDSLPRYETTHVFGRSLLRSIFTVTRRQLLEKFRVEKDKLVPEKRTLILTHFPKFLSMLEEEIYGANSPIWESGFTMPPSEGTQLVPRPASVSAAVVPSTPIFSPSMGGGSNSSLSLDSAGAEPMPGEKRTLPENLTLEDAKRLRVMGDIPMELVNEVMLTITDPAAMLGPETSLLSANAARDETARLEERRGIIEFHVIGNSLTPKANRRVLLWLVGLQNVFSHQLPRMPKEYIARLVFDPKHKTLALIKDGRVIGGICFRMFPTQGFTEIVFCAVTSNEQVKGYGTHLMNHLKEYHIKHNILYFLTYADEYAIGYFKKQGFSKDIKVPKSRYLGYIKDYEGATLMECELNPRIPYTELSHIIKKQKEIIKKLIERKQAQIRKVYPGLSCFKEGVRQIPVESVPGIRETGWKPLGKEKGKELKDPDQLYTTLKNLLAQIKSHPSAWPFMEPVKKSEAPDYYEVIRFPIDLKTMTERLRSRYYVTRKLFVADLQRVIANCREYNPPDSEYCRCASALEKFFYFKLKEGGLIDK
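Compounds, pin-transferred from DMSO stocks, meet 20nM GCN5L2 for 15 min before the reaction begins with H3(1-25) peptide (75uM) and acetyl-CoA (70uM). Thiol-reactive ThioGlo1 reports CoA release over 20 min at room temperature.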
Starred values were filed as active, the others as inactive; ? = inconclusive; · = no result given; & = joins results of further samples; [ ] = another dose, or the depositor's remark. Calls come from the whole dose curve; as a rule, active = well fitted curve in the direction sought with a large enough effect; inconclusive = small, poorly fitted or top-dose-only effect, or another doubt; inactive = no such curve, though single readings can be large; an effect the other way counts as inactive or inconclusive. Unless noted, % is set by controls: 0 for no effect and ±100 for the full control effect; potency is the fitted concentration of half-maximal effect.

#1 COc1ccc(CCn2c(=N)c(S(=O)(=O)c3ccc(Cl)cc3)cc3c(=O)n4ccccc4nc32)cc1
#2 O=C(Cn1nnc(-c2ccccc2)n1)N/N=C/c1cccc([N+](=O)[O-])c1O
#3 Cc1nn(C)c2c1c(-c1ccccc1)cc(=O)n2Cc1c(F)cccc1Cl
#4 Cc1ccc2c(CC(=O)N3CCOCC3)coc2c1
#5 COC(=O)c1ccc(-c2nc3cc(Cl)c(N)cc3s2)cc1
entry no.	1	2	3	4	5
N370S GC	2%	-2%	·	8%	9%
FEN1 inh	14%	-16%	-11%	-6%	3%
KAT2A inh	-1%	-3%	-14%	-2%	0%

Ordered by SMILES length (high to low): part of the list above.
#1 COc1ccc(CCn2c(=N)c(S(=O)(=O)c3ccc(Cl)cc3)cc3c(=O)n4ccccc4nc32)cc1
#2 O=C(Cn1nnc(-c2ccccc2)n1)N/N=C/c1cccc([N+](=O)[O-])c1O
#3 Cc1nn(C)c2c1c(-c1ccccc1)cc(=O)n2Cc1c(F)cccc1Cl
#4 Cc1ccc2c(CC(=O)N3CCOCC3)coc2c1
entry no.	1	2	3	4
N370S GC	2%	-2%	·	8%
FEN1 inh	14%	-16%	-11%	-6%
KAT2A inh	-1%	-3%	-14%	-2%

The listing continues:
#6 COc1cc(/C=N/NC(=O)c2cc(-c3ccccc3)nc3ccccc23)cc(OC)c1O
#7 CCc1cc(-c2n[nH]c(C)c2Oc2ccc(C(C)C)cc2)c(O)cc1O
#8 Cn1c(C2CCCCC2)nc2ccccc21
#9 COc1ccc(-c2noc(COc3ccc4c(c3)OCO4)n2)cc1
#10 CCC(=O)Nc1ccc(C(=O)N/N=C/c2cc(Br)c(OC)cc2OC)cc1
entry no.	6	7	8	9	10
N370S GC	-2%	·	-24%	-1%	-25%
FEN1 inh	?	-23%	-3%	-6%	-4%
KAT2A inh	-25%	-6%	1%	2%	1%

#11 Cc1ccc(C)c(S(=O)(=O)NCC(c2ccco2)S(=O)(=O)c2ccc(F)cc2)c1 (stereo not drawn)
#12 Cc1nn(CC(=O)NCCc2ccc(Cl)cc2)c(=O)c2cc3cc(F)ccc3n12
#13 CCN(CC)CCNC(=O)c1c(O)c2cccc3c2n(c1=O)CCC3
#14 CC(C)(C)NC(=O)Cn1c(=O)n(CC(=O)NC(C)(C)C)c2ccccc21
#15 CN(C(=O)CSc1nc(C2CC2)nc2ccccc12)c1nc(-c2ccccc2)cs1
entry no.	11	12	13	14	15
N370S GC	·	·	-13%	-5%	10%
FEN1 inh	2%	-5%	-5%	-3%	-5%
KAT2A inh	-8%	-5%	1%	-7%	-1%

#16 Nc1ccccc1Oc1ccccc1
#17 COc1ccc(C2=NN(C(=O)c3cccs3)C(O)(C(F)(F)F)C2)cc1 (stereo not drawn)
#18 CCOc1ccc(S(=O)(=O)NCCC(=O)NCCc2ccc(C(C)C)cc2)cc1
#19 Cc1cc(C)c2[nH]c(=O)c(=O)[nH]c2c1
#20 Cc1ccccc1Oc1cc(-n2ncc(Cl)c(Cl)c2=O)ncn1
entry no.	16	17	18	19	20
N370S GC	5%	25%	-8%	-10%	-3%
FEN1 inh	·	?	-9%	-14%	-1%
KAT2A inh	1%	0%	1%	-6%	0%

#21 CCN(Cc1ccccc1)C(=O)Cn1cc2c(n1)CCCC2
#22 Cc1cccc(NS(=O)(=O)c2cc3c4c(c2)C(C)C(=O)N4CCC3)c1 (stereo not drawn)
#23 CC(C)(C)C1CCc2sc(C(=O)NNC(=O)CCl)cc2C1 (stereo not drawn)
#24 O=C(CN1CCCCC1)N/N=C/c1ccc(Cl)cc1
#25 Cc1cccc(-c2nc3c(cnn3-c3ccccc3)c(=O)n2-c2cccc(Cl)c2)c1
entry no.	21	22	23	24	25
N370S GC	5%	4%	25%	-3%	·
FEN1 inh	-11%	-4%	13%	-13%	-9%
KAT2A inh	2%	-6%	-3%	-4%	-1%

#26 Cc1cccc(-c2c(NC(=O)c3ccco3)oc3c(C)cccc3c2=O)c1
#27 Nc1nc(NCc2ccccc2)nc(NCc2ccccc2)c1[N+](=O)[O-]
#28 COc1ccc(N2CCN(C(=O)C3CCCN3S(=O)(=O)c3cccc4nsnc34)CC2)cc1 (stereo not drawn)
#29 CCOc1ccccc1-c1nnc(SCc2ccc(Cl)cc2)o1
#30 O=C(NCCc1ccccc1)c1noc2c1CCc1ccccc1-2
entry no.	26	27	28	29	30
N370S GC	-1%	-3%	-21%	·	2%
FEN1 inh	18%	0%	-2%	9%	-1%
KAT2A inh	-6%	-4%	-1%	-8%	7%

#31 O=C(NCc1cccnc1)c1cc(-c2ccccc2)on1
#32 COc1ccc(N2C(=O)C(Cl)=C(N3CCN(Cc4ccccc4)CC3)C2=O)cc1
#33 Cc1cc(C)n(-c2ccc(C(F)(F)F)cc2[N+](=O)[O-])n1
#34 CCCc1cc(NCCN(C)C)n2c(nc3ccccc32)c1C#N
#35 CN(C)S(=O)(=O)c1cccc(C(=O)OCC(=O)NCc2ccc3c(c2)OCO3)c1
entry no.	31	32	33	34	35
N370S GC	-1%	-8%	-11%	?	-1%
FEN1 inh	5%	-4%	3%	-4%	3%
KAT2A inh	2%	-2%	-1%	-1%	4%

#36 Cc1c(-c2nn(C)c(=O)c3ccccc23)oc2ccc(F)cc2c1=O
#37 COc1ccc(C2C(C(=O)c3sc(C)nc3C)=C(O)C(=O)N2CCN2CCOCC2)cc1 (stereo not drawn)
#38 COc1cc(C(=O)NCc2ccccc2)cc(Br)c1OC
#39 N#Cc1ccc(C(=O)Nc2cc(C3CC3)nn2-c2ccccc2)cc1
#40 Cc1cccc(CN(C)CCc2ccccn2)c1
entry no.	36	37	38	39	40
N370S GC	-5%	5%	24%	-20%	3%
FEN1 inh	-12%	-1%	-8%	18%	-2%
KAT2A inh	1%	-8%	-1%	-2%	-1%

#41 COc1cc(NC(=O)c2cc(Cl)c(OC)c(Cl)c2)ccc1NC(=O)c1cc2ccccc2o1
#42 CS(=O)(=O)NCCSc1cc(C(F)(F)F)nc2ccccc12
#43 CCN(CC)S(=O)(=O)c1ccc2oc(Nc3ccc4c(c3)OCCO4)nc2c1
#44 CN(C)[C@@H]1C(=O)C(C(N)=O)=C(O)[C@@]2(O)C(=O)C3=C(O)c4c(O)ccc(Cl)c4[C@@H](O)[C@H]3C[C@@H]12
#45 CCN(CC)C(=O)CSc1nnc(-c2ccccc2)n1-c1ccccc1
entry no.	41	42	43	44	45
N370S GC	·	7%	-4%	-7%	9%
FEN1 inh	?	-5%	5%	?	-1%
KAT2A inh	-9%	-9%	-7%	-18%&-16%	-1%

#46 O=C(N/N=C/c1ccc2c(c1)OCO2)c1ccn(Cc2ccc(Cl)cc2)n1
#47 CCCN(C(=O)COC(=O)c1[nH]c(C)c(C(=O)OC)c1C)c1c(N)n(Cc2ccccc2)c(=O)[nH]c1=O
#48 COc1ccccc1N1CCN(CC(C)N(C(=O)C2CCCCC2)c2ccccn2)CC1 (stereo not drawn)
#49 CCN(C(=O)COC(=O)c1cn(-c2ccccc2)nc1-c1ccccc1)C1CCS(=O)(=O)C1 (stereo not drawn)
#50 O=C(CCC1CCCCC1)Nc1cccnc1
entry no.	46	47	48	49	50
N370S GC	-1%	30%	-18%	-8%	-2%
FEN1 inh	7%	10%	-2%	-1%	18%
KAT2A inh	-2%	-8%	-13%	-10%	-4%[0.501 µM]

#51 CCCCCCCCCCCCC(NC(C)=O)(C(=O)OCC)C(=O)OCC
#52 Cc1nnc(NC(=O)CSc2ccc3nnc(-c4cccnc4)n3n2)s1
#53 COc1ccc(S(=O)(=O)NCC2CCCN(C(=O)C=C(C)C)C2)cc1 (stereo not drawn)
#54 Cc1c(NC(=S)NC(NC(=O)C(C)(C)C)C(Cl)(Cl)Cl)c(=O)n(-c2ccccc2)n1C (stereo not drawn)
#55 Clc1cccc(Cn2ncc3ccccc32)c1
entry no.	51	52	53	54	55
N370S GC	1%	-4%	19%	12%	-5%
FEN1 inh	-3%	·	-1%	-1%	-4%
KAT2A inh	?	-5%	2%	-6%	1%

#56 Cc1occc1C(=O)NNS(=O)(=O)c1ccc(Cl)cc1
#57 O=C(c1cnc(-c2ccc(Cl)cc2)s1)c1ccc(Cl)cc1Cl
#58 COCCNC(=O)/C(C#N)=C/c1ccc(OCc2ccccc2)cc1
#59 CCOC(=O)CN[C@H]1CCC2C3CC=C4C[C@@H](O)CC[C@]4(C)C3CC[C@@]21C (stereo partly drawn)
#60 Fc1cccc(NC(=S)NCc2cccnc2)c1
entry no.	56	57	58	59	60
N370S GC	-12%	3%	-9%	·	5%
FEN1 inh	-1%	-1%	1%	3%	-2%
KAT2A inh	-5%	-1%	2%	-2%	-4%

#61 COc1ccc2c(C)cc(N3CCN(c4ccc(F)cc4)CC3)nc2c1
#62 CC(C)(C)c1ccc(Oc2cccc(C3CC(=O)C(C4NCCc5ccccc54)C(=O)C3n3cncn3)c2)cc1 (stereo not drawn)
#63 CC(C(=O)OCC(=O)Nc1cccc(S(=O)(=O)N2CCOCC2)c1)N1C(=O)c2ccccc2C1=O (stereo not drawn)
#64 COc1cc(CN(C)Cc2ccccc2)cc(OC)c1O
#65 O=C(O)CCCC(=O)Nc1ccc(Oc2ncnc3cc(Cl)ccc23)nc1
entry no.	61	62	63	64	65
N370S GC	?	10%	11%	-20%	-6%
FEN1 inh	-7%	-2%	-5%	7%	2%
KAT2A inh	0%	-20%	-5%	1%	3%

#66 COc1ccccc1NCC(=O)c1ccc(C)c(C)c1
#67 CN(C)c1ccc(-c2sc(Nc3ccccc3)n[n+]2-c2ccc(F)cc2)cc1
#68 O=C(Cn1cc(C(=O)c2ccco2)c2ccccc21)Nc1ccccc1
#69 COc1ccccc1N1CCN(C(=O)c2ccc(Cn3c(=S)[nH]c4cc5c(cc4c3=O)OCO5)cc2)CC1
#70 CC(C)n1nccc1N(Cc1ccc(C#N)cc1)S(=O)(=O)c1ccccc1
entry no.	66	67	68	69	70
N370S GC	2%	-10%	13%	1%	1%
FEN1 inh	9%	12%	4%&-9%	1%	-4%
KAT2A inh	-8%	-11%	-4%&-2%	-5%	-7%

#71 NC(=O)c1ccc[n+](Cc2cccc3ccccc23)c1
#72 COc1ccc(OC)c(C(C)NC(=S)NC2CCCCC2)c1 (stereo not drawn)
#73 CN(C)c1nc(N(C)C)n(Cc2c(Cl)cccc2Cl)n1
#74 Cc1ccc(C)c(OCCC(=O)OCC(=O)Nc2cc(S(=O)(=O)N3CCCCC3)ccc2C)c1
#75 CC(=O)C1=C(O)C(=O)N(c2cccnc2)C1c1ccc(Cl)cc1 (stereo not drawn)
entry no.	71	72	73	74	75
N370S GC	-12%	10%	1%	·	5%
FEN1 inh	-2%	1%	0%	-2%	9%
KAT2A inh	2%	-1%	-4%	-8%	-8%

#76 Cc1ccc(/C=C/C(=O)C2C(=O)c3ccccc3C2=O)cc1
#77 O=C(NCCOc1ccccc1)c1ccccc1
#78 O=C(NNC(=S)NCc1ccccc1)c1ccc2c(c1)OCO2
#79 O=C(CCC(=O)N/N=C/c1ccc(Br)o1)N/N=C/c1ccc(Br)o1
#80 COc1ccc(-c2nc3c(c(SCC(=O)Nc4cc(C)cc(C)c4)n2)Cc2c(CO)cnc(C)c2O3)cc1
entry no.	76	77	78	79	80
N370S GC	-7%	-7%	-1%	3%	·
FEN1 inh	-4%	0%	-3%	-2%	2%
KAT2A inh	-2%	-13%	-4%	-11%	-2%

#81 CC(=O)c1cccc(NC(=O)CSc2nc(N3CCCCC3)nc(N3CCCCC3)n2)c1
#82 Cc1ccc(NC(=O)c2cc(S(=O)(=O)N(C)C)ccc2N2CCCC2)cc1S(=O)(=O)N(C)C
#83 O=C(Nc1ccccn1)NC1CCCCC1
#84 CCN(Cc1ccncc1)C(=O)c1ccc(C)o1
#85 CCc1ccccc1NC(=S)N1CCN(c2ccccc2F)CC1
entry no.	81	82	83	84	85
N370S GC	-5%	-7%	22%	-16%	-2%
FEN1 inh	-1%	-2%	10%	2%	4%
KAT2A inh	-15%	-19%	0%	-1%	-1%

#86 COc1ccc(NC(=O)[C@H](C)NC(=O)C2CCN(S(=O)(=O)c3ccc(OC)cc3)CC2)cc1
#87 O=C(Nc1ccc(Br)cc1)c1cccc(S(=O)(=O)N2CCc3ccccc32)c1
#88 CCOCc1cnc(C)nc1NCC(=O)c1c(C)[nH]c2cc(C)ccc12
#89 CCOC(=O)/C(C#N)=C1/SC(CC)C(=O)N1c1ccc(C)cc1 (stereo not drawn)
#90 CCOc1ccc(/C=N/N2C(C)CCCC2C)cc1 (stereo not drawn)
#91 CC(C)CCNC(=O)CN1C(=O)NC(c2ccccc2)(c2ccccc2)C1=O
entry no.	86	87	88	89	90	91
N370S GC	-7%	·	-6%	-2%	-5%	-17%
FEN1 inh	-10%	-23%	-6%	4%	4%	7%
KAT2A inh	?	-12%	6%	-2%	6%	-3%
